Chronic BCR inh – qHTS Assay to Find Inhibitors of Chronic Active B-Cell Receptor Signaling | ABC-DLBCL IkBa-CBG/CBR reporter, luminescence ratio, 4 h | Potency, µM (doses to about 46.1 µM), inactives show at the highest dose ratio change, negative = lower green/red ratio, usual class: inhibitors | 340,000 compounds, 0.05% hits | AID 493014, 2011; active = well fitted inhibition curve with a large enough effect in the signal ratio, with a control signal flat, not every such curve was filed as active; inconclusive = small, poorly fitted or top-dose-only effect, or effect the other way, or a change in a side signal; the % refers to the signal ratio;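 note: potency is the fitted concentration of half-maximal effect; plate controls were basal doxycycline-induced cells for no effect and cells given 10 µM MG132 for full effect; MG132 reads +100%, hits lower the ratio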
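Doxycycline induced both beetle luciferases in TMD8 lymphoma cells; IKK-driven degradation limits the IkappaBalpha-fused green signal, while red luminescence normalises for cell number and nonspecific effects. Compounds tested up to 46 uM, 4 hrs.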
TCR activator – Activators of T cell receptors: qHTS campaign | primary human leukocytes, anti-CD3, IL-2 HTRF, 48 h | Potency, µM (titrated, usually from 9.22 µM), for inactives: at the highest dose activation of IL-2 secretion, most hits filed as activators | 330,000 tested, under 10 active | AID 504894, 2011; note: % of control where 0% means no effect
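HTRF read-out of IL-2 secretion: europium cryptate donor excited at 320nm, d2 acceptor emission at 665nm. Cells were primary human leukocytes incubated 48 hr with compounds and a-CD3 beads, supplying TCR signal only.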
Mito fusion yeast – qHTS Assay for Small Molecule Inhibitors of Mitochondrial Division or Activators of Mitochondrial Fusion; S. cerevisiae fusion-defective mutant growth rescue, CellTiterGlo 48 h; Potency, µM (series often up to 46.1 µM), for inactives: at the highest dose growth rescue (activation), usual class: activators; 320,000 compounds, 0.23% hits; AID 485298, 2010;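 note: potency is the fitted concentration of half-maximal effect; % of control where 0% means no effect; nearly all actives have a fitted effect of over 45% in size; temperature-sensitive fusion mutants such as fzo1-1 at 37 °C on non-fermentable ethanol glycerol medium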
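Compounds are tested for their ability to restore growth of mitochondrial fusion-defective yeast strains at non-permissive 37C in YPEG medium over 48 hours. Viability is quantified by luciferase luminescence.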
Eya2 inh – qHTS Assay for Inhibitors of the Phosphatase Activity of Eya2. 330,000 compounds, 0.006% hits. Potency, µM (doses to about 76.9 µM), without a hit: at the top dose activity, negative = inhibition, usual class: inhibitors. Protein phosphatase EYA2 (Homo sapiens), O00167. recombinant Eya2, OMFP fluorescence dephosphorylation (OMFP is methylfluorescein phosphate). AID 488837, 2010; note: potency is the fitted concentration of half-maximal effect; % is set by controls: 0 for no effect and ±100 for the full control effect
Target sequence (O00167 whole entry, looked up): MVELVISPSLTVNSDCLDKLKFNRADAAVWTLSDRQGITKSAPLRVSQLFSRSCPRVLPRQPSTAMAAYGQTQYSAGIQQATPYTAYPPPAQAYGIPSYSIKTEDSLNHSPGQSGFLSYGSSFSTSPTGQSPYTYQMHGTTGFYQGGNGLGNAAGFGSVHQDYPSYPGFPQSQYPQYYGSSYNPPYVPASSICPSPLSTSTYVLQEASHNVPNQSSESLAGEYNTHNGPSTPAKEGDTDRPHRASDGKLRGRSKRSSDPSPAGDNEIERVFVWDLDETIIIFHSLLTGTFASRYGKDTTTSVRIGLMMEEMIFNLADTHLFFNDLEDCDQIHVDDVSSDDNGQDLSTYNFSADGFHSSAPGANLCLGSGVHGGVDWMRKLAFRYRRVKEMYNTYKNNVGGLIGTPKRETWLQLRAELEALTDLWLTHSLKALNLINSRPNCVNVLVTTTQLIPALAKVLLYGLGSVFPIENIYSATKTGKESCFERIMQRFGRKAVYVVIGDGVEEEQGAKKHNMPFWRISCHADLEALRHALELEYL
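Eya2 protein (added as 0.2 uM solution) was preincubated with compound for 10 min at ambient temperature in 50 mM HEPES pH 7.5, 50 mM NaCl, 5 uM MgCl2, 0.05% BSA, 1 mM DTT. OMFP (added at 50 uM) then reacted 10 min; fluorescence read at 485/525 nm.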
TSG101-PTAP inh – qHTS Assay for Iinhibitors of HIV-1 Budding by Blocking the Interaction of PTAP/TSG101; Tumor susceptibility gene 101 protein (Homo sapiens), Q99816; Fluorescence polarization, FITC-PTAP peptide / Tsg101 binding; Potency, µM (series often up to 115 µM), without a hit: at the highest dose activity change, negative = inhibition, hits mostly inhibitors; 340,000 tested, under 10 active; AID 493005, 2010; active = well fitted inhibition curve with a large enough effect in the main read-out, with a control signal flat, not every such curve was filed as active; inconclusive = small, poorly fitted or top-dose-only effect, or effect the other way, or a change in a side signal; inactive = no such curve, though single readings can be large or run the other way; note: potency is the fitted concentration of half-maximal effect; % of control where 0% means no effect
Target sequence (Q99816 whole entry, looked up): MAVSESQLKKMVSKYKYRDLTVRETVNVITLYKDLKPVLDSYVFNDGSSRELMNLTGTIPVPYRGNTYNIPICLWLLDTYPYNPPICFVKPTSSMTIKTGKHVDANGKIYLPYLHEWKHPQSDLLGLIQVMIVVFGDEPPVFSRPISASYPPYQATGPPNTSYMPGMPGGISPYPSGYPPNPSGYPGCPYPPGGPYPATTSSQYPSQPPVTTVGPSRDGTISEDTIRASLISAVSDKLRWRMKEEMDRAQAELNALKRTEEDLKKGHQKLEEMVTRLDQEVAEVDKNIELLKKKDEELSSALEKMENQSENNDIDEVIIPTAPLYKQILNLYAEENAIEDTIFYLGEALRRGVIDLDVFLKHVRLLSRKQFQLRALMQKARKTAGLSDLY
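Fluorescence anisotropy tracks displacement of a FITC-tagged PTAP peptide (50 nM) from the Tsg101 binding domain (10 uM), following a 20 min room-temperature incubation at pH 7.5.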
TSHR antagonist – Antagonists of the Thyroid Stimulating Hormone Receptor: HTS campaign; Thyrotropin receptor (Homo sapiens), P16473; TSHR-expressing cells, TSH-stimulated cAMP HTRF, 2 h; active compounds read low; activity change, negative = inhibition, % at 11.5 µM; 330,000 compounds, 0.2% hits; AID 504810, 2011;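 active = activity change below a set negative limit, meaning inhibition stronger than a set level, cut at about -70% in these data; inconclusive = activity change between two set negative limits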; note: % is set by controls: 0 for no effect and ±100 for the full control effect
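Read-out is FRET at 665 nm (cryptate excitation 337 nm) from a cryptate-tagged anti-cAMP antibody, competed by cell cAMP against cAMP-d2. Compounds are tested on freshly harvested TSHR cells challenged with 4nM TSH (EC80) for 2 hours at 37 deg C.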
uPA generation – qHTS for Inhibitors of Cell Surface uPA Generation; cell surface uPA generation assay, qHTS; 330,000 compounds, 0.31% hits; Potency, µM (doses to about 38.3 µM), inactives show top-dose activity change, negative = inhibition, usual class: inhibitors; active = well fitted inhibition curve with a large enough effect; inconclusive = small, poorly fitted or top-dose-only effect; inactive = no such curve, though single readings can be large or run the other way; tested in mouse RAW 264.7 cells; note: potency is the fitted concentration of half-maximal effect; % is set by controls: 0 for no effect and ±100 for the full control effect; nearly all actives have a fitted effect of over 55% in size
USP2a block – qHTS Assay for Inhibitors of Ubiquitin-specific Protease USP2a Using CHOP2 as the Reporter; Ubiquitin carboxyl-terminal hydrolase 2 (Homo sapiens), O75604; USP2 core, Ub-CHOP2 coupled fluorogenic reporter, 485/531; Potency, µM (top dose mostly 38.3 µM), without a hit: at the top dose activity change, negative = inhibition, usual class: inhibitors; 330,000 compounds, 0.01% hits; AID 463254, 2010;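 note: potency is the fitted concentration of half-maximal effect; plate controls were DMSO wells for no effect and full inhibition by NEM control for full effect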
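USP2 core (10nM final) preincubated 30min RT with compound in 20mM Tris-HCl pH 8.0, 2mM CaCl2, 2mM beta-mercaptoethanol, 0.05% CHAPS; 25nM Ub-CHOP2 plus 25nM reporter substrate added, fluorescence (Ex485/Em531) read after 60min.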
B2AR arrestin – qHTS assay of beta-arrestin-biased ligands of beta2-adrenergic receptor; Beta-2 adrenergic receptor (Homo sapiens), P07550; beta-arrestin recruitment to beta2AR, cell-based reporter; Potency, µM (titrated, usually from 46.1 µM), for inactives: at the highest dose activation, hits mostly activators; 330,000 compounds, 0.02% hits; AID 492947, 2010;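 note: potency is the fitted concentration of half-maximal effect; 0% = DMSO controls and full agonism = EC100 isoproterenol or metaproterenol; nearly all actives have a fitted effect of over 65% in size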
ELG1 DNA repair – qHTS screen for small molecules that inhibit ELG1-dependent DNA repair in human embryonic kidney (HEK293T) cells expressing luciferase-tagged ELG1; AID 504467, 2011; 330,000 compounds, 2.3% hits; Potency, µM (top dose mostly 46.1 µM), for the others: at the top dose activity change, negative = inhibition, actives largely listed as inhibitors; HEK293T ELG1-luciferase reporter, luminescence, 16 h; DNA damage induced by 5-fluorouridine; note: potency is the fitted concentration of half-maximal effect; % is set by controls: 0 for no effect and ±100 for the full control effect; nearly all actives have a fitted effect of over 55% in size
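Reporter activity after DNA damage by 5-fluorouridine is monitored. Compound-treated cells incubate 16 hr at 37 °C, then ONE-Glo is added for 30 min before luminescence reading.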
Tb PFK block – qHTS Assay to Find Inhibitors of T. brucei phosphofructokinase. ATP-dependent 6-phosphofructokinase (Trypanosoma brucei brucei), O15648. T. brucei PFK, ADP-Glo luminescence. Potency, µM (titrated, usually from 57.5 µM), without a hit: top-dose activity, negative = inhibition, actives largely listed as inhibitors. 330,000 compounds, 0.17% hits. AID 485367, 2010;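 note: potency is the fitted concentration of half-maximal effect; 0% = uninhibited 1x PFK enzyme wells and -100% = no-enzyme wells; nearly all actives have a fitted effect of over 60% in size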
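1.25 nM PFK with 0.5 mM F6P and 0.1 mM ATP in 0.1 M TEA pH 8.0, 5 mM MgCl2, incubated 45 min at room temperature; ADP measured by ADP-Glo luminescence; compounds titrated up to 57 uM.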
* hit, by the source's call; ? = inconclusive; / = not tested or not shown; [ ] = dose if it differs, or a comment. Unless noted, calls come from the whole dose curve; as a rule, active = well fitted curve in the direction sought with a large enough effect; inconclusive = small, poorly fitted or top-dose-only effect, or another doubt; inactive = no such curve, though single readings can be large; an effect the other way counts as inactive or inconclusive.

SMILES	Chronic BCR inh	TCR activator	Mito fusion yeast	Eya2 inh	TSG101-PTAP inh	TSHR antagonist	uPA generation	USP2a block	B2AR arrestin	ELG1 DNA repair	Tb PFK block
COc1ccc(CCNc2nc(N3CCOCC3)nc(N3CCOCC3)n2)cc1OC	?	4%	3%	-13%	-5%	1	5%	0%	-0.9%	?	3%
COc1ccccc1CCNC(=O)c1cccc(S(=O)(=O)NCc2ccccc2)c1	-3%	1%	6%	-21%	-2%	-3	23%	1%	0.2%	-25%	-2%
COc1ccc(S(=O)(=O)NC2CC(=O)N(c3ccc(C)c(C)c3)C2)cc1C (stereo unspecified)	0%	-3%	-5%	-5%	-5%	5	14%	4%	0.1%	0%	1%
O=C(NCCc1ccccc1)c1ccc2nc3cc(Cl)ccc3c(=O)n2c1	1%	-1%	-1%	-1%	-2%	3	7%	3%	4.8%	9%	2%
NC1CCCCC1N=Cc1c(O)n(CCc2ccc(F)cc2)c(=O)[nH]c1=O (stereo unspecified)	0%	1%	2%	-5%	-2%	4	3%	10%	-0.1%	-14%	-1%
COc1ccc(OCC(=O)Nc2ccc3c(c2)OCO3)cc1	?	6%	-7%	11%	-1%	-17	0%	0%	0.1%	0%	-5%
O=C(O)c1cc2cc(OCc3ccccc3)ccc2[nH]1	0%	-6%	8%	-4%	-4%	-10	2%	-3%	-1.0%	-2%	12%
CCOC(=O)c1cc2c3ccccc3n(CC)c2nc1N	14%	-3%	1%	17%	-1%	13	-3%	0%	0.5%	-6%	-9%
CCC(=O)Oc1ccc2c(c1)O/C(=C\c1ccco1)C2=O	6%	-8%	0%	4%	?	-5	0%	?	0.2%	?	-7%
O=C(COC(=O)CCS(=O)(=O)c1ccccc1)Nc1cc(S(=O)(=O)N2CCCCC2)ccc1Cl	-9%	1%	10%	-2%	-2%	3	-6%	0%	-0.3%	16%	-7%
O=C1CC(NCCN2CCOCC2)C(=O)N1Cc1ccc(N2CCCC2=O)cc1 (stereo unspecified)	-6%	0%	-4%	13%	-2%	1	-14%	3%	-0.3%	20%	-5%
C[N+](C)(C)CC(=O)N/N=C/c1c2ccccc2cc2ccccc12	-2%	-2%	2%	-2%	-4%	-35	-6%	-2%	-0.4%	9%	4%
COc1ccc(OC)c(N(CC(=O)Nc2ccccc2C(=O)NCc2ccco2)S(C)(=O)=O)c1	4%	0%	-5%	-4%	-1%	0	/	-1%	0.1%	?	1%
CCOCCCNc1ccc(N2C(=O)CCCC2=O)cc1[N+](=O)[O-]	0%	2%	2%	-14%	0%	0	2%	0%	-0.5%	-21%	1%
CN(CC(=O)O)S(=O)(=O)/C=C/c1ccccc1	1%	-20%	-3%	-9%	-8%	3	-1%	-2%	0.1%	6%	-3%
Cc1ccc(OCCCCN2CCc3ccccc3C2)cc1	?	5%	-8%	5%	0%	26	-4%	-1%	-0.3%	-5%	3%
O=C(N/N=C/c1c(Cl)nc2ccccn2c1=O)c1cccnc1	?	1%	1%	1%	0%	-7	?	7%	-0.5%	16%	0%
O=C(CCNC(=O)c1ccc(Cl)cc1)NCCCN1CCOCC1	-4%	/	-3%	0%	-2%	1	14%	1%	0.1%	29%	8%
O=C(CSc1ccc2nnc(-c3ccccn3)n2n1)N1CCN(c2ccccc2)CC1	1%	17%	0%	-5%	-4%	0	4%	2%	0.2%	?	-5%
CCOC(=O)N1CCN(C(=O)c2ccc(N(Cc3ccccc3Cl)S(C)(=O)=O)cc2)CC1	0%	-1%	-4%	-10%	0%	4	-3%	-1%	-0.8%	-25%	7%
CCC(C)Sc1nc2c(c(=O)[nH]c(=O)n2C)n1Cc1ccccc1Cl (stereo unspecified)	-17%	-5%	14%	-19%	0%	8	-16%	0%	0.2%	?	-5%
C/C=C/C(=O)Nc1cccc(C2=NOC3(C2)C[C@@H](C(N)=O)N(C(=O)c2cc([N+](=O)[O-])cc([N+](=O)[O-])c2C)C3)c1 (stereo partly specified)	?	4%	17%	2%	-16%	-2	12%	-13%	-0.7%	-8%	-5%
CCOc1ccc(Nc2cc(=O)[nH]c(=O)[nH]2)cc1	1%	/	2%	-1%	-2%	-11	-3%	1%	0.5%	-13%	-6%
CC(C(=O)Nc1ccccc1F)N1C(=O)c2ccccc2C1=O (stereo unspecified)	?	-1%	0%	24%	1%	-12	0%	1%	0.1%	-2%	-1%
CC1(C)CC(=O)C2=C(C1)NCN(CCCN1CCOCC1)C2	1%	2%	4%	-12%	0%	-2	2%	?	-0.9%	1%	-2%

(more compounds)
SMILES	Chronic BCR inh	TCR activator	Mito fusion yeast	Eya2 inh	TSG101-PTAP inh	TSHR antagonist	uPA generation	USP2a block	B2AR arrestin	ELG1 DNA repair	Tb PFK block
O=C1Nc2ccccc2C1Cc1ccccc1 (stereo unspecified)	-8%	8%	-3%	-8%	-4%	17	3%	-1%	-0.7%	?	-19%
Cc1ccc2nc(NC(=O)CSc3nc(=O)n(CCCN(C)C)c4c3CCC4)sc2c1	-4%	/	-7%	4%	-5%	9	6%	1%	-0.4%	?	7%
CCOC(=O)NC(=O)/C(N=Nc1cc(C)cc(C)c1)=C(\C)O	0%	0%	1%	6%	-10%	-6	7%	-3%	0.6%	?	2%
CCOC(=O)c1c(C)nc2c(c1-c1cc(OC)ccc1OC)C(=O)CC(C)(C)C2	-8%	-6%	2%	?	-5%	1	5%	2%	0.1%	?	-1%
CC(C)OC(=O)c1c(NC(=O)c2ccco2)sc2c1CCCCC2	?	0%	8%	-22%	-6%	-4	-6%	2%	-1.8%	6%	-5%
CCOC(=O)/C(C#N)=C/c1ccc(OCC(=O)Nc2ccc(C)c(C)c2)c(OC)c1	1%	5%	0%	6%	2%	-6	-1%	8%	-1.1%	3%	-4%
CC(C)c1cc(C(=O)N/N=C/c2cccnc2)n[nH]1	-6%	1%[46.1 µM]	-2%	2%	0%	-6	3%	0%	-0.7%	-1%	-3%

Whole records from above:
CC(C)OC(=O)c1c(NC(=O)c2ccco2)sc2c1CCCCC2 reads Chronic BCR inh: ?; TCR activator: 0%; Mito fusion yeast: 8%; Eya2 inh: -22%; TSG101-PTAP inh: -6%; TSHR antagonist: -4; uPA generation: -6%; USP2a block: 2%; B2AR arrestin: -1.8%; ELG1 DNA repair: 6%; Tb PFK block: -5%
CCOC(=O)/C(C#N)=C/c1ccc(OCC(=O)Nc2ccc(C)c(C)c2)c(OC)c1 reads Chronic BCR inh: 1%; TCR activator: 5%; Mito fusion yeast: 0%; Eya2 inh: 6%; TSG101-PTAP inh: 2%; TSHR antagonist: -6; uPA generation: -1%; USP2a block: 8%; B2AR arrestin: -1.1%; ELG1 DNA repair: 3%; Tb PFK block: -4%
Cc1ccc2nc(NC(=O)CSc3nc(=O)n(CCCN(C)C)c4c3CCC4)sc2c1 reads Chronic BCR inh: -4%; TCR activator: /; Mito fusion yeast: -7%; Eya2 inh: 4%; TSG101-PTAP inh: -5%; TSHR antagonist: 9; uPA generation: 6%; USP2a block: 1%; B2AR arrestin: -0.4%; ELG1 DNA repair: ?; Tb PFK block: 7%

Source: PubChem BioAssay (National Center for Advancing Translational Sciences (NCATS))
